From PubChem BioAssay
L929 necroptosis – L929 zVAD cell death inhibition; L929 zVAD necroptosis rescue, ATP luminescence, 24 h; with zVAD 60 µM; viability rescue, % at 10 µM; 220,000 tested, 0.38% active; AID 1377;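 active means activation, scaled between plate controls, above about 75%, limit read from the data; inactive means activation under that limit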;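 further: 0% = zVAD with DMSO and 100% = DMSO alone without zVAD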
EP2 antag – inhibitors of human EP2 prostaglandin E2 receptor; P43116; AID 1422; inhibition, % at 25 µM; C6 glioma cells expressing human EP2, cAMP TR-FRET; cells stimulated with saturating PGE2; 260,000 tested, 0.52% active;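 active means percent inhibition above 40 after rounding to a whole number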;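 further: rat C6 glioma host cells with rolipram phosphodiesterase inhibitor present; the protocol text gives 20 µM as final concentration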
Target sequence (P43116 whole entry, looked up): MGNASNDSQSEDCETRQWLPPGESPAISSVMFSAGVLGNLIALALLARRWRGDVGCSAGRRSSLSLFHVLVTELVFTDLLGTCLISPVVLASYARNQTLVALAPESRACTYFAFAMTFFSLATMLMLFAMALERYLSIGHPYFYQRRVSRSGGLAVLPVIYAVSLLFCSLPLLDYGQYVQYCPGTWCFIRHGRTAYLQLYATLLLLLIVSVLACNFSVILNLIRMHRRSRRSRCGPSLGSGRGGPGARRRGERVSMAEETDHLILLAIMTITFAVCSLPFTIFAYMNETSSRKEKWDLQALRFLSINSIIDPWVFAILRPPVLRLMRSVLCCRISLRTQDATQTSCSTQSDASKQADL
Wee1 degr inh – inhibitors of human Wee1 degradation. HeLa Luc-Wee1K328M stability, luciferase luminescence; 100% = proteasome inhibitor MG132 effect. reporter increase, % at 5 µM. 220,000 tested, 1.2% active. AID 1321;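 active means activation above the mean of all tested compounds plus 3 SD, set per screening run, cut at about 8.8% in these data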;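 further: cells exposed to compound for 20 h before luminescence read; 0% = DMSO alone and 100% = MG132 at 30 µM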
Tb hexokinase – blocks Trypanosoma brucei hexokinase 1 activity. recombinant TbHK1, G6PDH-coupled NADH A340. inhibition, % at 10 µM. 220,000 tested, 0.11% active;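 active means inhibition of 50% or more in the single-dose primary screen; inactive means inhibition below 50%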
FXIa inh 1536 – factor XIa (human) inhibition; 220,000 tested, 0.14% active; inhibition, % at 5 µM; purified FXIa, Boc-Glu-Ala-Arg-AMC fluorogenic substrate; P03951;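 active means inhibition of at least 40%; inactive means inhibition below 40%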;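 further: fluorescence of freed AMC excited at 355 nm; 0% = enzyme without compound and 100% = no enzyme blank; many of its hits are not listed in these tables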
Target sequence (P03951 19-387 limits assumed): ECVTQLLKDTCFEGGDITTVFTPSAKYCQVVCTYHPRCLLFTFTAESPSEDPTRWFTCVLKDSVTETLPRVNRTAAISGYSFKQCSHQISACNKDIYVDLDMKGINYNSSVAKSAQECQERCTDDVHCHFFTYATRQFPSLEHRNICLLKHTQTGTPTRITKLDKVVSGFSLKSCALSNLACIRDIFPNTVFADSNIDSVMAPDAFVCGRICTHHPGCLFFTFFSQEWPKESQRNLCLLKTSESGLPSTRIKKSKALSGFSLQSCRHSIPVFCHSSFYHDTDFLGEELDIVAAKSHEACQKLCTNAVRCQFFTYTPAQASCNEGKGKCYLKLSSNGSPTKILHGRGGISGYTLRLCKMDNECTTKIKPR
Target sequence (P03951 388-625 limits assumed): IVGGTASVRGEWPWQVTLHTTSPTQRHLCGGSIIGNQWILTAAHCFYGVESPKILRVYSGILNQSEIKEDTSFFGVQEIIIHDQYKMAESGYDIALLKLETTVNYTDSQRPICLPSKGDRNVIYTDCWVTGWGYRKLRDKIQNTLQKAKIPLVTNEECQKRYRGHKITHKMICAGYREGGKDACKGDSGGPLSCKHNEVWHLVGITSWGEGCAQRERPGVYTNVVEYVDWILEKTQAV
CHOP inh – inhibitors of CHOP induction in ER stress response; CHO-K1 CHOP-promoter luciferase, tunicamycin-induced, 15-18 h; inhibition, % at 10 µM; 220,000 tested, 3.8% active; AID 2732;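 active means compounds that reduced the stress-induced luciferase reporter signal by more than about 70% of percent inhibition, limit read from the data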;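 further: 0% = tunicamycin plus vehicle and 100% = wells without tunicamycin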
TNF necrop inh – inhibitors of TNF-alpha induced necroptosis in Jurkat FADD-/- cells; Jurkat FADD-/- TNF necroptosis rescue, ATP luminescence, 24 h; 0 = TNF only, 100 = no-TNF cells; activation (protection from cell death), % at 10 µM; 220,000 tested, 0.068% active;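 active means activation, meaning protection from cell death, of at least 50% relative to plate controls; inactive means activation below 50%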;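 further: necroptosis triggered by 40 ng/mL TNF-alpha added together with compound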
PPC-1+TRAIL kill – PPC-1 cancer cell killing with TRAIL present; 220,000 tested, 0.41% active; PPC-1 cells + TRAIL, ATPLite viability luminescence; cell killing (% activity), % at 4 µM;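 active means cell killing above 50% in the first pass at 4 µM, then a duplicate retest at 5 µM averaging 50% or more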;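 further: plate controls were cells with TRAIL plus DMSO for no effect and medium-only wells lacking cells for full effect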
FXIIa inh 1536 – inhibitors of human coagulation factor XIIa. P00748. inhibition, % at 5 µM. AID 800. 220,000 tested, 0.3% active. purified FXIIa, Boc-QGR-AMC fluorogenic substrate, 2 h; in the data active means inhibition above about 40%;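 further: 0% = enzyme with no compound and 100% = blank without enzyme; many of its hits are not listed in these tables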
* marks the source's active call; other numbers are inactive results; · = no result given; & = joins results of further samples; [ ] = another dose, or the depositor's remark. These rows are one share of the data; the hit share may differ from the screen's.

SMILES | L929 necroptosis | EP2 antag | Wee1 degr inh | Tb hexokinase | FXIa inh 1536 | CHOP inh | TNF necrop inh | PPC-1+TRAIL kill | FXIIa inh 1536
CCCc1nc(SCC(=O)c2ccc(OC)cc2)c2ccccc2n1 | 6.1 | 9 | 0 | 1 | -3 | 9 | 1.1 | 12 | 8
O=C(CNc1cccc([N+](=O)[O-])c1)N/N=C/c1ccc(F)cc1 | 3.0 | 7 | 0 | 4 | 2 | 19 | 1.1 | 16 | 6
CCOc1cc(/C=C(\C#N)C(=O)NCc2cccnc2)ccc1O | 0.6 | 4 | -2 | -8 | -4 | 23 | 2.4 | 3 | 0
CC(C)(C)CNC(CO)C12CC3CC(CC(C3)C1)C2 (stereo unspecified) | 0.0 | 8 | -3 | 3 | -7 | 7 | 0.2 | 22 | 11
O=C(Cn1c(C2CC2)nc2ccccc2c1=O)Nc1ccc(Br)cc1 | -0.3 | 9 | 2 | 1 | 8 | 84* | -4.4 | 16 | 12
COc1ccc(N2C(=O)CC(n3cnc4ccccc43)C2=O)cc1 (stereo unspecified) | 0.9 | 5 | -2 | -4 | -11 | 8 | 1.0 | 27 | 9
CCCc1nc2oc3c(OCC)ncnc3c2c2c1COC(C)(C)C2 | -0.2 | 6 | -2 | -4 | -16 | 64 | -0.9 | -3 | 14
CCOC(=O)/C=C1\SCC(=O)N1Cc1nnc(-c2ccccc2Br)o1 | 0.0 | 7 | -1 | -3 | -9 | -3 | -1.1 | 2 | -4
CCc1ccc(N2C(=O)c3cc(N4CCOCC4)c([N+](=O)[O-])cc3C2=O)cc1 | 0.6 | 7 | 0 | 3 | 4 | 13 | 2.4 | -1 | 6
Cc1nc2ccccn2c1C(=O)NNC(=S)Nc1ccc(Cl)cc1 | · | 7 | 3 | -17 | 6 | 2 | 0.8 | 10 | 9
CN1CCN(c2ccc(NC(=O)c3ccc(-c4ccc(Br)cc4)o3)cc2)CC1 | -0.6 | 9 | -1 | -24 | 29 | -7 | 5.3 | 12 | 20
Cc1nc(NC(=O)CN2CCOCC2)sc1-c1ccccc1 | 6.2 | 8 | 0 | 0 | -11 | -7 | -0.8 | -6 | -16
O=C(Nc1ccccn1)NC(C(F)(F)F)C(F)(F)F | 0.3 | 11 | 6 | 5 | 5 | 26 | 0.1 | 11 | 11
O=S1(=O)CC(O)C(N2CCCCC2)C1 (stereo unspecified) | -0.1 | 13 | -1 | 3 | 4 | 24 | -1.7 | 17 | 10
COc1ccnc(Oc2cccc(C(F)(F)F)c2)c1C(=O)N/C=N/OCc1ccccc1F | -0.2 | 6 | 0 | -9 | 0 | 9 | 2.1 | 24 | 9
CC1CC(C)CN(C(=O)CCNS(=O)(=O)c2cccs2)C1 (stereo unspecified) | · | 3 | -2 | -1 | 7 | -13 | 0.0 | 17 | 7
CCOC(=O)c1cnc2scnn2c1=O | 0.7 | -1 | 0 | -10 | -3 | 15 | 0.5 | 20 | -7
Fc1ccccc1-c1ccc(/C=N/Nc2nc3ccccc3[nH]2)o1 | 0.7 | 12 | 3 | -3 | 0 | 13 | -1.9 | 80*[5 µM] | 6
CCOC(=O)C1=C(C)N(CC)C(=S)NC1c1ccccc1OC(F)F (stereo unspecified) | -0.6 | 8 | 0 | -7 | -7 | -9 | -0.7 | -12 | 3
CC(C)(C)C1=CC(=O)C(=O)C(C(C)(C)C)=C1 | 1.9 | 28 | -1 | 1 | -6 | 104* | -19 | 20 | -2
COc1ccc(N(C(=O)COc2ccccc2)C2C=CS(=O)(=O)C2)c(OC)c1 (stereo unspecified) | -0.5 | 12 | -1 | 2 | 0 | 14 | -0.3 | 21 | 12
CCOC(=O)c1sc(NC(=O)CSc2n[nH]c(CC)n2)nc1C | 6.3 | 3 | -1 | -4 | -3 | -4 | 1.9 | -1 | 12
COc1ccc(CN2C(=O)CSC2c2ccncc2)cc1 (stereo unspecified) | 0.9 | 9 | 0 | -7 | 1 | 19 | 3.3 | 12 | 5
CCC(C)c1ccccc1NC(=O)c1cc2cccc([N+](=O)[O-])c2[nH]1 (stereo unspecified) | 2.3 | 4 | 5 | -14 | -1 | 23 | -2.4 | 15 | 2
O=C(O)CCCNc1n[nH]c(=O)[nH]c1=O | 1.2 | 8&1 | -2 | 0 | 0 | 30 | -1.1 | 28 | 8

The listing continues.
SMILES | L929 necroptosis | EP2 antag | Wee1 degr inh | Tb hexokinase | FXIa inh 1536 | CHOP inh | TNF necrop inh | PPC-1+TRAIL kill | FXIIa inh 1536
COc1ccc(/C=N/NC(=O)c2cc(C)oc2C)cc1OC | 0.3 | 13 | -1 | -66 | -4 | -12 | 0.9 | 12 | 8
CCCCCc1nnc(NC(=O)Cn2cnc3ccccc3c2=O)s1 | 0.9 | 0 | -3 | -2 | 5 | 10 | 0.5 | 18 | 11
COc1ccc(CNC(=O)COC(=O)c2c(-c3c(F)cccc3Cl)noc2C)cc1OC | 0.0 | 5 | -3 | -3 | 5 | 10 | -1.2 | 20 | 17
Cc1nn2c(=O)cc(CSc3nc4ccccc4[nH]3)nc2s1 | 2.5 | 10 | 1 | -1 | -1 | 17 | 0.2 | 19 | 7
CCOC(=O)C1=C(CSc2nc(CC)c(C)cc2C#N)OC(N)=C(C#N)C1c1ccc(OC)cc1 (stereo unspecified) | -0.8 | 8 | 5 | -18 | 7 | 44 | -2.3 | -15 | 7
Cn1nnc2c(NCc3ccco3)nccc21 | 0.1 | 1&12 | 1 | -6 | 15 | -8 | 0.2 | 8 | 27
COc1cc(/C=C2/C(=N)N3OC(C)=CC3=NC2=O)ccc1OCCOc1ccc(C)cc1 | 0.1 | 12 | -3 | -9 | -1 | 34 | -1.8 | 2 | 10
O=C(O)CCC(=O)c1ccc2c(c1)CCCC2 | 1.2 | 6 | 15* | -1 | -9 | -19 | -0.3 | · | -4
CCn1nnnc1SCC(=O)c1ccc2c(c1)OCCO2 | -0.1 | · | 3 | -7 | 4 | 1 | 1.5 | 22 | 22
COc1ccc(C2C(C#N)=C(N)OC3=C2C(=O)CC(C)(C)C3)cc1 (stereo unspecified) | 3.0 | 11 | -2 | -6 | -7 | -15 | 0.6 | 5 | 4
COc1ccc(-c2[nH]ncc2CN2CCCN(c3ccccc3)CC2)c(F)c1 | 1.3 | 10 | 1 | 8 | -2 | 33 | 3.3 | 5 | 8
Cn1c(=O)[nH]c2c(Cl)nccc21 | -0.5 | 28 | -3 | 0 | -7 | -10 | 7.1 | -19 | -1
C#CCOCCOCCOCCNc1nc(N2CCN(C(=O)[C@H]([C@@H](C)CC)n3cc([C@@H](N)CO)nn3)CC2)nc(N2CCN(C(=O)[C@H]([C@@H](C)CC)n3cc([C@@H](N)CO)nn3)CC2)n1 | 0.8 | 2 | · | 2 | 2 | -16 | 0.7 | 19 | 4
CC1(C(=O)O)Cc2ccccc2C(=O)O1 (stereo unspecified) | 1.4 | 7 | -2 | -1 | 11 | -23 | 0.0 | 9 | 14
CCOC(=O)CSC1=C(C#N)C(=O)NC2(CCCCC2)S1 | -0.4 | 12 | 1 | -57 | 3 | -1 | -2.5 | 17 | 11
O=C(Nc1ccc(N2CCOCC2)c(Cl)c1)c1ccccc1F | 1.1 | 12 | 6 | -3 | -6 | -1 | 1.9 | 12 | 10
CC(=O)Nc1ccc(C(=O)OCc2ccc(Cl)c(Cl)c2)cc1 | 1.0 | 17 | -1 | 12 | 10 | 8 | 2.5 | 2 | 11
Cc1ccc(-c2cc(-c3ccc(F)cc3)c(C#N)c(N)n2)o1 | · | 12 | 5 | -2 | -2 | -22 | -0.4 | 20 | -4
COc1cc(C=O)ccc1OCC(=O)N1CCCC1 | 14 | 10 | 0 | -4 | -5 | -16 | -0.3 | 6 | 8
OCCN(Cc1ccccc1)Cc1cccc(F)c1 | 0.1 | 9 | 2 | -7 | -3 | 36 | -0.1 | -6 | 6
CN1C(C(=O)Nc2ccccn2)=C(O)c2sccc2S1(=O)=O | 4.4 | 9&14 | -4 | -18 | 3 | 13 | 2.0 | 1 | 11
Cc1ccc(S(=O)(=O)N/N=C/c2ccc(OCC(=O)N3CCOCC3)cc2)cc1 | 2.9 | 4 | 3 | -11 | 1 | 10 | 2.0 | 11 | ·
C/C(=N\O)C(=O)NCCN1CCCCC1 | -1.2 | 2 | 3 | 2 | -1 | 0 | 1.1 | 8 | 9
COc1cccc(NC(=O)c2ccc(NC(C)=O)cc2)c1 | -0.9 | -3 | 0 | 7 | -9 | -18 | 0.2 | 24 | 2
CC(C)c1ccc(S(=O)(=O)N2CCN(CC(=O)Nc3ccc4c(c3)OCO4)CC2)cc1 | 0.0 | 10 | -2 | 3 | -12 | 28 | -0.8 | -31 | 3

Taken from above:
`Cc1nc(NC(=O)CN2CCOCC2)sc1-c1ccccc1` in TNF necrop inh reads -0.8
`Cn1nnc2c(NCc3ccco3)nccc21` in FXIa inh 1536 reads 15

Later entries:
SMILES | L929 necroptosis | EP2 antag | Wee1 degr inh | Tb hexokinase | FXIa inh 1536 | CHOP inh | TNF necrop inh | PPC-1+TRAIL kill | FXIIa inh 1536
c1csc(-c2ccn[nH]2)c1 | 0.4 | 5 | 2 | -10 | -5 | 18 | 4.8 | -7 | 2
O=C1OC(Nc2ccc3c(c2)OCO3)c2ccccc21 (stereo unspecified) | -0.1 | 16 | -3 | 2 | -4 | 17 | -13 | -8 | 8
Cc1cc(S(=O)(=O)N2CCOCC2)ccc1F | 0.2 | 8 | -2 | 4 | -10 | -14 | -0.7 | 14 | -9
COc1cc(Nc2cc(C)nc3ncnn23)cc(OC)c1 | 4.2 | 11 | -1 | -1 | 4 | 14 | -3.0 | 5 | 11
O=c1c(-c2ccc(Cl)cc2)cnc2n1CCS2 | 0.6 | 4 | 7 | -11 | -4 | -3 | 0.2 | 14 | 1
COc1cc(C(CCN2CCCC(C)C2)c2c(OC)cc(OC)c3c2OC(=O)CC3c2ccc(N(C)C)cc2)cc(OC)c1OC (stereo unspecified) | -0.6 | 23 | · | 3 | 16 | 1 | -2.7 | 20 | 19
CCc1ccccc1NNC(=O)c1cc(C)on1 | -0.9 | 9 | -1 | -6 | 6 | 4 | -3.4 | 12 | 8
O=C(NCc1cccs1)C1CCC(CNS(=O)(=O)c2ccccc2)CC1 (stereo unspecified) | 3.6 | 4 | 12* | -4 | -6 | 4 | 0.7 | 8 | 8
Cc1c(/N=C/c2ccco2)n(Cc2ccccc2)c2ccccc12 | 0.0 | 8 | -3 | -3 | -1 | 35 | 0.3 | 9 | 12
O=C(Nc1ccc(F)cc1)N(Cc1cccs1)Cc1cc2cc3c(cc2[nH]c1=O)OCO3 | 1.0 | 12&4 | 0 | -8 | 1 | 11 | 2.2 | 10 | -4
COc1ccc(CCNC(=O)[C@@H](NC(N)=O)C(C)C)cc1 | -0.2 | 4 | -3 | -3 | -10 | -15 | 1.0 | -9 | -1
O=C(Nc1ccc(-c2noc(CCc3ccccc3)n2)cc1)c1ccco1 | 11 | 19 | -1 | 5 | -1 | 27 | -2.3 | 5 | 15
N/C(=N\OC(=O)COc1ccc2ccccc2c1)c1cccnc1 | 0.6 | 14 | 0 | -4 | -1 | 10 | 1.3 | 3 | 3
COC(=O)COc1nc(C)c2c(c1C#N)CC(C)(C)OC2 | -0.9 | 10 | -1 | -2 | 3 | 17 | 0.4 | 40 | 11
O=C(O)c1ccc(C2NCC(c3ccccc3Cl)c3c2[nH]c2ccccc32)cc1 (stereo unspecified) | 0.1 | 9 | 0 | -3 | -3 | 5 | 0.3 | 27 | 1
